MrgX1 agonist: activates human MrgX1 receptor signaling; Q96LB2; B-score at 10 µM; MrgX1-HEK293 cells, Fluo-4 calcium fluorescence, agonist mode; stronger effect = higher value; hit rate 0.44% among 310,000;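 active = calcium response B-score plate-corrected fluorescence ratio at least 3 library SD, with starting fluorescence B-score inside 5 SD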
Target sequence (Q96LB2 whole entry, looked up): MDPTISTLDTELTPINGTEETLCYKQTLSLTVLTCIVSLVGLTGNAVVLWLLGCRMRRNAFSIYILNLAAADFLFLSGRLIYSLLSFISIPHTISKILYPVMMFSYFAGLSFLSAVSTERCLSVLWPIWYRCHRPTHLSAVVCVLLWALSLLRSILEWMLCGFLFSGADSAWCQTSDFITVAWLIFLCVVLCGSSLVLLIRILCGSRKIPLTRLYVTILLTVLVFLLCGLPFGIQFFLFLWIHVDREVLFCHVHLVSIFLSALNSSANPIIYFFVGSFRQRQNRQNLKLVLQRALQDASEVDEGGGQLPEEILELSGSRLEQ
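Material: MrgX1-expressing HEK293 cells / Dosing: compound as first of three additions / Incubation: overnight seeding, then 1 h dark dye loading / Signal: Fluo-4 NW calcium fluorescence / Evaluation: B-scored fluorescence response ratio / Benchmarks: positive and negative control wells on each plate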
RGS4 pot: potentiators or activators of RGS4. HEK293 M3R/inducible RGS4, carbachol calcium flux Fluo4; stronger effect = lower value. B-score at 10 µM. hit rate 0.92% among 310,000. AID 463111;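 active = B-score of the integrated calcium signal more than 4 SD below the library mean, with starting fluorescence not abnormally high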;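 also: negative B-score means reduced calcium response which marks RGS4 activation or potentiation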
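Detection: kinetic calcium fluorescence imaging with Fluo4-AM dye, 2 µM / Material: HEK293 cells with stable M3R and inducible RGS4 / Schedule: recording 10 s baseline at 1 Hz, 100 s post-agonist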
TRPC6 act: mouse TRPC6 channel activation; hit rate 0.13% among 310,000; B-score at 10 µM; Q61143; HEK293-TRPC6 membrane potential dye fluorescence; stronger effect = higher value; AID 2550;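 active = B-score of the integrated fluorescence ratio above library mean plus 3 SD, and starting fluorescence ratio within library mean plus 5 SD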;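 also: higher score means more depolarization so channel activation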
HIF act: HIF pathway transcriptional activation; activation, % at 7.5 µM (by protocol); U2OS HRE-luciferase reporter, luminescence; normalized: DMSO 0%, desferrioxamine 100%; hit rate 0.32% among 300,000;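 active = mean activation of at least 10% of the iron chelator positive control signal, with at least half of replicates also reaching 10%; inconclusive = mean and replicate majority disagree about reaching 10%; inactive = mean and most replicates under 10%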
MrgX1 antag: antagonists of human MrgX1 receptor; Q96LB2; MRGX1-HEK293 calcium flux, Fluo-4, BAM8-22 antagonism; stronger effect = lower value; B-score at 10 µM; hit rate 1.3% among 310,000;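 active = calcium-response B-score plate-corrected more than 3 library SD below zero, starting fluorescence within 5 deviations, no agonist response on first addition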;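 also: peak minus trough fluorescence over baseline after final BAM8-22 challenge near maximal dose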
Platelet DG rel: platelet dense granule release activity | human platelet-rich plasma, SFLLRN dense granule ATP release, luminescence | inhibition, %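 (compounds screened at 7.5 µM in platelet-rich plasma)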 | hit rate 0.22% among 300,000;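 active = mean replicate score, as percent of positive control, at or above 50; inconclusive = mean below 50 but at least one replicate at or above 50; inactive = mean and every replicate below 50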
RGS4 inh: inhibitors of human RGS4; HEK293 M3R/RGS4 inducible, Fluo-4 calcium flux; stronger effect = higher value; triggered by carbachol at its EC20; hit rate 0.45% among 310,000; B-score at 10 µM; P49798;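 active = B-score, a plate-corrected calcium signal, over three deviations above library mean, with baseline fluorescence within five deviations of library mean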;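 also: RGS4 expression induced by doxycycline in cells with stable M3 receptor; B-score is computed from the integrated fluorescence ratio over baseline after carbachol; higher B-score means a larger calcium signal and so more RGS4 inhibition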
Target sequence (P49798 whole entry, looked up): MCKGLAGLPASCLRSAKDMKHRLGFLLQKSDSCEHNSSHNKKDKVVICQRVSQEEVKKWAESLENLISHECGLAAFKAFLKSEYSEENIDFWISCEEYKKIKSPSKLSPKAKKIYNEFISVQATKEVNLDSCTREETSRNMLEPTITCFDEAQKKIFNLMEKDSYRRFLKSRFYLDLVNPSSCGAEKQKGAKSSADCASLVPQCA
TRPC4 inh: TRPC4 (mouse) channel inhibition; B-score at 10 µM; HEK293 TRPC4beta/mu-opioid, DAMGO-evoked Fluo4 calcium flux; stronger effect = lower value; hit rate 0.39% among 300,000; AID 2247;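 active = B-score over 3 SD under the library average, no early fluorescence shift, positive overall ratio signal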
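Assay system: Stable TRPC4beta/mu-opioid receptor HEK293 cells | Reagent: DAMGO in two steps, submaximal then maximal | Compound dosing: Single concentration per test compound | Signal: Fluo4 Ca2+ flux fluorescence | Evaluation: Per-well B score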
TRPC6 inhibitor: mouse TRPC6 channel inhibition; Q61143; HEK293-TRPC6, membrane potential dye, ACh-evoked depolarization; stronger effect = lower value; B-score at 10 µM; hit rate 1.1% among 310,000;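 active = B-score under library mean minus 3 SD, initial fluorescence not abnormally high, positive integrated signal ratio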;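 also: B-score derived from integrated fluorescence ratio over the kinetic read; more negative B-score means stronger inhibition of depolarization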
SKKanGAS inh: inhibitors of SKKanGAS S. pyogenes growth in kanamycin (SK-promoter or general growth effect) | BacTiter-Glo, 6 h | inhibition, % at 7.5 µM | hit rate 1.3% among 300,000 | AID 1662;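 active = mean replicate score, as percent of positive control median, at least 50; inconclusive = mean below 50 but one replicate at or above 50; inactive = mean and every replicate below 50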;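 also: strain carries kanamycin resistance gene driven by streptokinase promoter and grows in 40 µg/ml kanamycin; loss of luminescence reflects streptokinase promoter inhibition or plain growth inhibition; 0% = median of DMSO wells and 100% = positive control at its reference dose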
MrgX1 allo act: allosterically activates human MrgX1 receptor signaling; B-score at 10 µM; AID 588675; hit rate 0.63% among 310,000; MrgX1-HEK293, Fluo-4 calcium flux, FDSS; stronger effect = higher value;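 active = plate-corrected calcium response at least 3 library SD above typical, normal starting fluorescence, not activating the receptor alone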;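 also: compound read alongside a low EC10 to EC30 dose of BAM8-22 agonist; peak minus trough fluorescence over baseline measured at the second addition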
Active calls of the source: *; i = inactive; ? = inconclusive; . = not tested or not shown.

SMILES	MrgX1 agonist	RGS4 pot	TRPC6 act	HIF act	MrgX1 antag	Platelet DG rel	RGS4 inh	TRPC4 inh	TRPC6 inhibitor	SKKanGAS inh	MrgX1 allo act
Cc1cccc(C(=O)NCCc2n[nH]c(=S)n2C)c1	i	i	i	0.6	i	8.9	i	i	i	0.1	i
COCCCNC(=O)Cn1nc(-c2ccccc2OC)ccc1=O	i	i	i	-0.1	i	?	i	i	i	-0.7	i
CCNC(=O)C1CCCN1S(=O)(=O)c1ccc(OC)cc1 (centres undefined)	i	i	i	-0.3	i	-1.2	i	i	i	2.4	i
CCOC(=O)C(C)Sc1nc(=O)n2cc(C)ccc2n1 (centres undefined)	i	i	i	-0.6	i	-1.0	i	i	i	-3.5	i
O=C1C(NS(=O)(=O)c2ccc(Cl)cc2)=C(N2CCCCC2)C(=O)c2ccccc21	i	i	i	0.6	i	-3.4	i	i	i	1.9	i
CC1CCCCC1NC(=S)Nc1cccc(S(=O)(=O)N(C)C)c1 (centres undefined)	i	i	i	0.1	i	4.9	i	i	i	-0.8	i
Cc1ccc2[nH]c(C)c(CC(=O)NCc3ccccc3)c2c1	i	i	i	0.2	i	1.2	i	i	i	-4.9	i
COCCn1c(Cc2ccccc2)nnc1SCC(=O)NC1CC1	i	i	i	-0.1	i	-4.3	i	i	i	1.8	i
O=C(CNCc1ccco1)Nc1cc(S(=O)(=O)N2CCOCC2)ccc1N1CCCC1	i	i	i	-6.5	i	4.4	i	i	i	-3.0	i
COc1cc(C(=O)Nc2ccc3c(c2)OCO3)c([N+](=O)[O-])cc1OC	i	i	i	-0.2	i	1.4	i	i	i	-2.4	i
COc1ccc(Oc2ccc(N/C=C/C(=O)C(C)(C)C)cc2)cc1	i	i	i	0.1	i	1.3	i	i	i	2.2	i
CCOC(=O)N1CCN(C(=O)CSc2ccc(-c3cccc(OC)c3)nn2)CC1	i	i	i	.	i	.	i	i	i	.	i
CC1CCCCC1NC(=S)NC(=O)c1sc2ccccc2c1Cl (centres undefined)	i	i	i	0.4	i	0.6	i	i	i	4.7	i
Cc1ccc(OCCn2cnc3sc(C(N)=O)c(C)c3c2=O)cc1	i	i	i	-0.8	i	11.2	i	i	i	-3.4	i
CC(C)(C)SCCNC(=O)c1ccc(Cl)c(S(=O)(=O)N2CCOCC2)c1	i	i	i	0.3	i	-0.5	i	i	i	5.8	i
Cc1ccc(S(=O)(=O)N2CCCC2C(=O)Nc2nc3ccccc3s2)cc1 (centres undefined)	i	i	i	0.6	i	10.6	i	i	i	4.3	i
CCn1ncc(C2C(C(=O)Nc3ccc(C)cn3)=C(C)NC3=C2C(=O)CCC3)c1C (centres undefined)	i	i	i	-1.8	i	12.7	i	i	i	4.9	i
CCC(=O)c1ccc(OCc2ccc(C(=O)OC)o2)c(OC)c1	i	i	i	0.5	i	13.3	i	i	i	-1.1	i
CCN(CC)CCNC(=O)C1CCC(=O)N1CCc1ccccc1 (centres undefined)	i	i	i	-1.7	i	-3.6	i	i	i	6.1	i
CCOC(=O)N1CCN(c2cc(=O)n(-c3cccc(Br)c3)c(=O)[nH]2)CC1	i	i	i	-0.2	i	-7.8	i	i	i	-0.3	i
Cc1ccc2oc(NC(=O)N3CCOCC3)cc(=O)c2c1	i	i	i	-1.4	i	-1.2	i	i	i	24.9	i
O=C1CCN(CCc2ccccc2)CCN1[C@H](COc1ccccc1)Cc1ccccc1	i	i	i	-0.8	i	2.7	i	.	i	9.5	i
Cc1ccc(S(=O)(=O)c2nc(-c3cccs3)oc2NCc2cccnc2)cc1	i	i	i	-0.2	i	14.0	i	i	i	32.8	i
Cc1ccc(C(=O)NCCc2ccccn2)cc1S(=O)(=O)N1CCOCC1	i	i	i	0.2	i	11.8	i	i	i	-0.8	i
COC(=O)N/N=C/c1cn(CCOc2ccccc2OC)c2ccccc12	i	i	i	-0.8	i	8.8	i	i	i	-6.0	i
O=S(=O)(c1ccc2c(c1)OCCO2)N1CCC(O)(c2ccc(Cl)cc2)CC1	i	i	i	-0.2	i	-3.9	i	i	i	2.7	i
CC(NC(=O)COC(=O)C1=COCCO1)C12CC3CC(CC(C3)C1)C2 (centres undefined)	i	i	i	0.0	i	1.9	i	i	i	0.9	i
Cc1c(NC(=O)CSc2nc3ccccc3[nH]2)c(=O)n(-c2ccccc2)n1C	i	i	i	-0.4	i	6.4	i	i	i	8.2	i
FC(F)(F)c1cccc(N2CCN(C(=S)NCC3CCCO3)CC2)c1 (centres undefined)	i	i	i	-0.1	i	1.2	i	i	i	-7.4	i
O=C(Nc1ccncc1NC(=O)c1cccc([N+](=O)[O-])c1)c1cccc([N+](=O)[O-])c1	i	i	i	-0.6	i	-5.1	i	i	i	-6.9	i
O=C(Cc1ccc(F)cc1)Nc1ccccc1N1CCCC1	i	i	i	-0.2	i	0.1	i	i	i	-7.5	i
CCCn1c(SCC(=O)NC(C)C)nc2sc3c(c2c1=O)CCC3	i	i	i	-0.2	i	.	i	i	i	-1.8	i
Cc1nc(N2CCN(Cc3ccccc3)CC2)nc2c1C(=O)CC(c1ccco1)C2 (centres undefined)	i	-8.44*	i	-0.4	i	-6.7	i	i	i	.	i
O=[N+]([O-])c1ccccc1CSc1nnc2ccccn12	i	i	i	1.9	i	0.8	i	i	i	2.9	i
Cc1ccccc1Cn1nc(C)c(NC(=O)C2(C)CC2(Cl)Cl)c1C (centres undefined)	i	i	i	.	i	6.9	i	i	i	-1.3	i
CCOc1ccc(OCC)c(NC(=O)C2CCCN(S(=O)(=O)c3c(C)n[nH]c3C)C2)c1 (centres undefined)	i	i	i	-0.2	i	-6.7	i	i	i	-0.4	i
COc1cc(C)nc(N2CCC(C(=O)NCC3CCCO3)CC2)n1 (centres undefined)	i	i	i	0.6	i	-5.0	i	i	i	1.7	i
CCc1ccc(C(=O)COC(=O)c2cccc(N3C(=O)c4c(C)nc5ccccc5c4C3=O)c2)cc1	i	i	i	-1.4	i	3.7	i	i	i	-6.2	i
COc1ccc(O)c(/C=N/NC(=S)Nc2cccnc2)c1	i	i	i	1.5	i	0.2	i	i	i	-0.2	i
Cc1[nH]c2ccccc2c1C(=O)CSc1nncn1C	i	i	i	-0.2	i	?	i	i	i	-4.9	i
O=C(Cc1ccc(Cl)cc1)N/N=C/c1ccncc1	i	i	i	-0.1	i	6.4	i	i	i	-2.6	i
CC1CC(C)CN(CCCNC(=O)C2CCC(=O)N2C2CCCC2)C1 (centres undefined)	i	i	i	-0.2	i	-4.4	i	i	i	9.1	i
CCN(CCCNC(=O)CCNC(=O)Cn1ccc2ccccc2c1=O)c1ccccc1	.	i	i	32.5*	.	0.8	i	i	i	0.3	.
CC(C)C(=O)NC(NC(=S)Nc1cccc2cccnc12)C(Cl)(Cl)Cl (centres undefined)	i	i	i	0.2	i	10.3	i	i	i	1.6	i
Cc1noc(C)c1CSCC(=O)NCCN1C(=O)S/C(=C\c2ccccc2F)C1=O	i	i	i	1.7	i	-5.1	i	i	i	14.8	i
CC1(C)Cc2c(sc3nc(-c4ccccc4)n(N)c(=O)c23)CO1	i	i	i	0.9	i	-2.3	i	i	i	3.2	i
COc1cccc(CNC(=O)c2ccc(S(=O)(=O)N3CCCC3)cc2)c1	i	i	i	0.7	i	-3.4	i	i	i	-1.8	i
Cc1cccc(C)c1NC(=O)C(=O)NCCc1c[nH]c2ccccc12	40.6*	i	i	-0.4	i	5.6	i	i	i	2.7	i
Cc1ccc(C(=O)OC(C(=O)Nc2ccc(Cl)cc2C(F)(F)F)c2ccccc2)cc1 (centres undefined)	i	i	i	-0.4	i	5.0	i	i	i	2.1	i
Cc1[nH]n(-c2ccccc2)c(=O)c1N=Nc1nccs1	65.8*	i	i	0.1	i	4.9	i	i	i	94.0*	i
OC(c1cccc(Cl)c1)c1nccc2ccccc12 (centres undefined)	i	i	i	-0.3	i	-11.1	i	i	i	7.1	i
O=C(COc1ccccc1)NC1CCN(Cc2ccccc2)CC1	i	i	i	-0.1	i	4.5	i	i	i	-0.7	i
Cc1cc(C)cc(NC(=O)COC(=O)CN=C2NS(=O)(=O)c3ccccc32)c1	i	i	i	-0.4	i	-5.7	i	i	i	-5.5	i
CSC(=S)N/N=C(\C)c1ccc(Br)cc1	i	i	i	0.4	i	-3.4	i	i	i	37.1	i
CN(C)C=Nc1ccc(Cl)c(Cl)c1	i	i	i	0.5	i	.	i	i	i	-7.2	i
Nn1c(SCC(=O)NCCC2=CCCCC2)nnc1C1CCCCC1	i	i	i	-0.3	i	2.4	i	i	i	1.0	i
C/C(=N\NC(=O)C1CC1(C)c1ccccc1)c1ccco1 (centres undefined)	i	i	i	0.4	i	-11.2	i	i	i	-1.3	i
O=C(O)Cn1nnnc1SCC(=O)Nc1ccc(OC(F)(F)F)cc1	i	i	i	-0.1	i	1.8	i	i	i	-1.5	i
Cn1c(=O)n(C)c2cc(NC(=O)c3cc4ccccc4o3)ccc21	i	i	i	1.9	i	0.1	i	i	i	2.0	i
O=C(CS(=O)(=O)c1cn(Cc2ccc(F)cc2)c2ccccc12)N1CCOCC1	i	i	i	-0.2	i	-0.1	i	i	i	-6.1	i
The results go on:
SMILES	MrgX1 agonist	RGS4 pot	TRPC6 act	HIF act	MrgX1 antag	Platelet DG rel	RGS4 inh	TRPC4 inh	TRPC6 inhibitor	SKKanGAS inh	MrgX1 allo act
N#Cc1cncc(C#Cc2ccccc2)c1	i	i	i	0.6	i	-1.1	i	i	i	-0.7	i
O=C(O)c1c(NC(=O)c2cccc3ccccc23)sc2c1CCC2	i	i	i	0.0	i	0.6	i	i	i	32.1	i
Cc1ccc(NCc2ccc(Cl)nc2)c(NCc2ccc(Cl)nc2)c1	i	i	i	0.5	i	-1.3	i	i	i	-0.1	i
CCOC(=O)NC(Nc1nnc(C)s1)(C(=O)OCC)C(F)(F)F (centres undefined)	i	i	i	-0.5	i	-6.5	i	i	i	-2.8	i
Cc1ccc(/C=N/NC(=O)c2nnn(-c3nonc3N)c2C(C)C)s1	i	i	i	0.1	i	11.5	i	i	i	0.4	i
CC1=C(C)SC(=C(C#N)c2nnc(N3CCOCC3)n2-c2ccccc2)S1	i	i	i	0.3	i	-0.8	i	i	i	11.5	i
Cc1noc(C)c1C(=O)Nc1sc2c(c1C(N)=O)CCC2	i	i	i	-0.2	i	2.3	i	i	i	1.0	i
O=C(N/N=C/c1cccc(OC(=O)c2cccc(Br)c2)c1)c1ccncc1	i	i	i	-0.3	i	-4.3	i	i	i	-1.1	i
CON(C)c1nc(OCCNC(=O)COc2ccc(Cl)cc2C)nc(N(C)C)n1	i	i	i	-0.6	i	-1.4	i	i	i	-7.0	i
